# NTR1 ag – agonists of NTR1, primary screen, imaging, U2OS cells, beta-arrestin-GFP, high content (AID 493036) | Neurotensin receptor type 1 (Homo sapiens), P30989 | NTR1-U2OS beta-arrestin-GFP spot imaging, agonist mode | activation, % at 20 µM | hit rate 0.17% among 330,000;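 active = activation at or above 40% of the spot to cytoplasm intensity ratio, with at least 20 cells analyzed; inconclusive = wells under 20 cells, flagged as cytotoxic or low count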;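 note: 0% = DMSO without peptide and 100% = 100 nM NTR1 peptide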
# Target sequence (P30989 whole entry, looked up): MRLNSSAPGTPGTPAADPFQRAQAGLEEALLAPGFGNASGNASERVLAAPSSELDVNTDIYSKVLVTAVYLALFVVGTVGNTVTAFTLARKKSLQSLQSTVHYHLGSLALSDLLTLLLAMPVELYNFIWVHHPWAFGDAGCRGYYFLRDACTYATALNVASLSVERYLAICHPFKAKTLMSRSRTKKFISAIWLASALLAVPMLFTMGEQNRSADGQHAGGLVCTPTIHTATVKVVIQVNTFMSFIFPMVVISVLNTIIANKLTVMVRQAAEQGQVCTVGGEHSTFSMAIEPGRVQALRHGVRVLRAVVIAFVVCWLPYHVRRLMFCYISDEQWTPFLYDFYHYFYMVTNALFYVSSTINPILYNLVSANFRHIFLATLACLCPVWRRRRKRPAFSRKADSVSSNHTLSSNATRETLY
# UTI89 phage lysis – inhibition of K1F phage lysis, E. coli UTI89, bacterial capsule biogenesis inhibitors, alamar blue (AID 488966) | E. coli UTI89 K1F phage lysis, alamar blue, 2 h; higher % means a stronger effect | one-dose inhibition, % at 100 µM; IC50 in µM for titrated hits | hit rate 0.02% among 340,000;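 active = phage lysis inhibition, versus mean bacterial control, above a set limit; inconclusive = no clear call, values can overlap the other calls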;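 note: capsule biogenesis inhibitors block K1F phage lysis so surviving cells raise fluorescence; higher fluorescence means more inhibition of phage lysis; actives were called in the ten point dose series up to 300 µM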
# AID2073 – inhibitors of Mint1-CaV2.2 protein interaction, biochemical, HTRF (AID 2073); HTRF protein-protein interaction, Mint1-CaV2.2; higher % means a stronger effect; one-dose inhibition, % at 20 µM; IC50 in µM for titrated hits; hit rate 0.19% among 290,000; in the data active = inhibition mostly above about 51%, no sharp cut-off; inconclusive = no clear call, values can overlap the other calls; inactive = mostly below about 53%; note: some results filed as inactive read as strong as hits
# Dengue-2 NS5 capping – Dengue-2 NS5 methyltransferase inhibitors, primary screen, biochemical, confirmation dose response (AID 588689) | hit rate 0.3% among 340,000 | one-dose inhibition, % at 25 µM; IC50 in µM for titrated hits | Dengue-2 NS5 methyltransferase capping enzyme assay, biochemical; higher % means a stronger effect; in the data active = a potency from the dose series; inconclusive = inhibition above about 29% without an active follow-up result
# Autophagy HCS – autophagy modulators in MEF cells, primary screen, imaging, high-content, MEF GFP-LC3; hit rate 0.98% among 190,000; calls only at 10 µM (by protocol); AID 463193, 2010; MEF GFP-LC3 puncta imaging; test concentration mostly 10 µM;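 active = percentage of spot-positive cells more than 3 SD above its plate mean, without a fluorescence outlier flag or 80% toxicity; inconclusive = no clear call, values can overlap the other calls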;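 note: spot-positive cell cutoff set from DMSO-treated cells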
# WT yeast gro inh – growth inhibition of WT strain, primary screen, mitochondrial fusion inhibitor project, WT and mutant strains, chemical genetic. inhibition, % at 10 µM. mitochondrial fusion phenotypic screen. hit rate 2.1% among 190,000. AID 1362, 2008; in the data active = inhibition above about 58%; tested in S. cerevisiae
# GPR35 antagonists – GPR35 antagonists blocking zaprinast-driven arrestin recruitment, primary screen, imaging, U2OS, beta-arrestin-GFP, zaprinast agonist (AID 2058); G-protein coupled receptor 35 (Homo sapiens); inhibition, % at 10 µM; hits with a dose series show IC50 in µM; U2OS GPR35 beta-arrestin-GFP translocation imaging, zaprinast antagonism; higher % means a stronger effect; hit rate 0.052% among 290,000;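 active = inhibition of at least 50% with at least 30 cells and total cytoplasm GFP at most 10,000,000; inconclusive = under 30 cells or total GFP of 10,000,000 plus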
# RSV antiviral HEp-2 – RSV antiviral activity via CPE protection, HEp-2 cells, primary 10 µM value included (AID 2391); HEp-2 cells, RSV-induced CPE inhibition; higher % means a stronger effect; CPE inhibition, % at 10 µM; hits with a dose series show IC50 in µM; hit rate 0.13% among 310,000; in the data active = a potency from the dose series; inconclusive = CPE inhibition mostly from about 23% at the one dose, without a potency; inactive = the rest, 99 in 100 with CPE inhibition below about 21%; note: strong numbers were not always called active
# LYP phosphatase – inhibitors of LYP phosphatase, biochemical, fluorescence intensity, uHTS (AID 1779); recombinant LYP phosphatase, fluorescence intensity; higher % means a stronger effect; inhibition, % at 11.5 µM; hits with a dose series show IC50 in µM; hit rate 0.054% among 290,000; in the data active = inhibition above about 50%;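 note: plate controls were vehicle with enzyme for no effect and no enzyme for full effect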
# WT yeast gro inh mutant strain – recorded beside WT yeast gro inh, whose call it bears; inhibition, %; mitochondrial fusion phenotypic screen, mutant strain inhibition
# Autophagy HCS cell loss 18 h – second read-out of Autophagy HCS, no call of its own (marks repeat the call); toxicity, %; measured here: cell loss, nuclei count;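 cell loss after 18 h compound exposure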
# NTR1 ag cell count 20 µM – further read-out of NTR1 ag, marked with its call; cell count; measured here: cell count, cytotoxicity flag
# * hit, by the source's call; i = inactive; ? = inconclusive; . = not tested or not shown; [ ] = dose if it differs, or a comment.
1: O=C(N=C1SC2CS(=O)(=O)CC2N1c1cc(Cl)ccc1Cl)C1CCCO1 (centres undefined)
2: COC(=O)C1=C(C)N=C2SC(C)C(=O)N2C1c1cccs1 (centres undefined)
3: N/C(=N\OC(=O)CCCOc1ccccc1)c1ccc([N+](=O)[O-])cc1
4: CCOc1ccc2c(c1)C(c1cccs1)=NNC(c1cccnc1)=N2
5: COC(=O)c1c(NC(=O)CN2CCC3(O)CCCCC3C2c2ccc(OC)cc2OC)sc(C)c1C (centres undefined)
6: CCOc1cc(C(=S)N2CCOCC2)ccc1O
7: CCNc1nnc(-c2ccncc2)s1
8: CCC1(CC)NC(=O)N(CC(=O)OCC(=O)Nc2ccc(OC(F)(F)F)cc2)C1=O
9: O=C(CSc1nnc2ccccn12)NCc1cccs1
10: O=C(CSc1nnc(CNC(=O)c2cccs2)o1)Nc1ccccc1C(F)(F)F
Assay by compound	1	2	3	4	5	6	7	8	9	10
NTR1 ag	-0.8	-1.4	0.4	0.4	0.6	2.1	0.1	-1.7	-0.5	-1.1
NTR1 ag cell count 20 µM	62	49	71	69	65	37	94	80	41	49
UTI89 phage lysis	0.3%	-0.6%	-0.9%	0.1%	4.3%	1.8%	-0.3%	0.4%[50 µM]	0.1%	0.3%
AID2073	-2%	-6%	-6%	-11%	-6%	-22%	8%	.	-7%	3%
Dengue-2 NS5 capping	0%	2%	-2%	-5%	3%	-11%	-9%	-2%	3%	-4%
Autophagy HCS	.	i	i	i	i	i	i	.	i	.
Autophagy HCS cell loss 18 h	.	20	15	14	0	-1	14	.	-1	.
WT yeast gro inh	.	12	3	0	59*	-24	-3	.	7	.
WT yeast gro inh mutant strain	.	10	5	9	4.2*	-8	12	.	28	.
GPR35 antagonists	-23%	9%	5%	-9%	-7%	3%	2%	.	10%	15%
RSV antiviral HEp-2	-0.3%	0.2%	-0.3%	3.2%	20%	0.0%	0.5%	1.4%	0.8%	0.7%
LYP phosphatase	-8%	-8%	-2%	2%	-4%	-4%	-11%	.	-9%	-9%

11: C=CCOC(=O)C1=C[C@@H](c2ccc(Br)cc2)[C@H](CCCO)[C@@H](OCC)O1
12: Cc1cccc(NC(=O)CC2NCCNC2=O)c1 (centres undefined)
13: Cc1ccc(CS(=O)(=O)Cc2ccc(C(=O)NC3CCCCCC3)o2)cc1
14: Cc1cc(C)c2c3c(sc2n1)C(=O)N(C)CC(=O)N3
15: Cc1cccc(OCCOC(=O)C2CCN(S(=O)(=O)c3cccs3)CC2)c1
16: O=C(NNC(=O)c1ccccc1C(F)(F)F)c1csc(N2CCOCC2)n1
17: C/C(=N\NC(=O)c1ccco1)c1ccc(NC(=O)c2cccs2)cc1
18: COc1cccc(C2CC(c3cccs3)Nc3ncnn32)c1 (centres undefined)
19: CCS(=O)(=O)N1CCC(c2nc3ccccc3[nH]2)CC1
20: CCCC1(c2ccccc2)NC(=O)N(CC(=O)Nc2ccccc2C(F)(F)F)C1=O (centres undefined)
Assay by compound	11	12	13	14	15	16	17	18	19	20
NTR1 ag	5.7	1.9	0.7	-0.6	4.2	-0.9	1.7	-0.8	-1.5	1.8
NTR1 ag cell count 20 µM	59	60	60	69	54	50	31	45	52	55
UTI89 phage lysis	-0.9%	-1.8%	0.2%	1.2%	0.3%	-0.3%[50 µM]	1.6%[50 µM]	1.4%	0.2%	0.6%
AID2073	5%	-5%	11%	8%	4%	-3%	4%	-3%	4%	5%
Dengue-2 NS5 capping	-3%	-4%	6%	-1%	1%	-7%	2%	1%	3%	-2%
Autophagy HCS	i	i	.	i	i	.	i	i	.	.
Autophagy HCS cell loss 18 h	8	7	.	-5	11	.	-1	18	.	.
WT yeast gro inh	16	-3	.	-6	36	.	-14	-1	.	.
WT yeast gro inh mutant strain	8	0	.	9	6	.	-12	11	.	.
GPR35 antagonists	4%	3%	4%	-5%	-10%	13%	10%	23%	-4%	4%
RSV antiviral HEp-2	12%	1.3%	0.1%	0.5%	2.2%	3.2%	2.1%	-0.2%	-1.3%	0.9%
LYP phosphatase	3%	-6%	2%	2%	5%	-6%	9%	-10%	-6%	-4%

# 10 entries from above, ordered by SMILES length, largest number first.
5: COC(=O)c1c(NC(=O)CN2CCC3(O)CCCCC3C2c2ccc(OC)cc2OC)sc(C)c1C (centres undefined)
20: CCCC1(c2ccccc2)NC(=O)N(CC(=O)Nc2ccccc2C(F)(F)F)C1=O (centres undefined)
1: O=C(N=C1SC2CS(=O)(=O)CC2N1c1cc(Cl)ccc1Cl)C1CCCO1 (centres undefined)
10: O=C(CSc1nnc(CNC(=O)c2cccs2)o1)Nc1ccccc1C(F)(F)F
13: Cc1ccc(CS(=O)(=O)Cc2ccc(C(=O)NC3CCCCCC3)o2)cc1
17: C/C(=N\NC(=O)c1ccco1)c1ccc(NC(=O)c2cccs2)cc1
2: COC(=O)C1=C(C)N=C2SC(C)C(=O)N2C1c1cccs1 (centres undefined)
14: Cc1cc(C)c2c3c(sc2n1)C(=O)N(C)CC(=O)N3
12: Cc1cccc(NC(=O)CC2NCCNC2=O)c1 (centres undefined)
6: CCOc1cc(C(=S)N2CCOCC2)ccc1O
Assay by compound	5	20	1	10	13	17	2	14	12	6
NTR1 ag	0.6	1.8	-0.8	-1.1	0.7	1.7	-1.4	-0.6	1.9	2.1
NTR1 ag cell count 20 µM	65	55	62	49	60	31	49	69	60	37
UTI89 phage lysis	4.3%	0.6%	0.3%	0.3%	0.2%	1.6%[50 µM]	-0.6%	1.2%	-1.8%	1.8%
AID2073	-6%	5%	-2%	3%	11%	4%	-6%	8%	-5%	-22%
Dengue-2 NS5 capping	3%	-2%	0%	-4%	6%	2%	2%	-1%	-4%	-11%
Autophagy HCS	i	.	.	.	.	i	i	i	i	i
Autophagy HCS cell loss 18 h	0	.	.	.	.	-1	20	-5	7	-1
WT yeast gro inh	59*	.	.	.	.	-14	12	-6	-3	-24
WT yeast gro inh mutant strain	4.2*	.	.	.	.	-12	10	9	0	-8
GPR35 antagonists	-7%	4%	-23%	15%	4%	10%	9%	-5%	3%	3%
RSV antiviral HEp-2	20%	0.9%	-0.3%	0.7%	0.1%	2.1%	0.2%	0.5%	1.3%	0.0%
LYP phosphatase	-4%	-4%	-8%	-9%	2%	9%	-8%	2%	-6%	-4%

# The results go on:
21: COc1ccc(C/C(C)=N/NC(=S)Nc2ccc(Cl)cc2)cc1
22: CCCC1c2ccsc2CCN1C(=S)NC (centres undefined)
23: CCN(CC)C(=O)CN1CCN(Cc2ccc3c(c2)OCO3)CC1
24: COc1ccc(S(=O)(=O)N2CCN(Cc3cccnc3)CC2)cc1
25: Cn1c(=O)n(CC(N)=O)c(=O)c2c1nc1n2CCCN1Cc1ccccc1
26: CC(C)n1cnc2c(oc3ccccc32)c1=O
27: Oc1ccc(Br)cc1C=Nc1cccn2cc(-c3ccccc3)nc12
28: COc1cc(/C=C/CN2CCC(Oc3ccc(C(=O)N4CCCC4)cc3)CC2)ccc1O
29: CCOCc1nnc(NC(=O)c2cc(OC)c(OC)c(OC)c2)s1
30: CC(=O)CCc1oc2ccccc2c1-c1ccccc1
Assay by compound	21	22	23	24	25	26	27	28	29	30
NTR1 ag	0.5	1.4	-0.4	-0.3	-0.9	-0.2	4.1	-0.4	0.2	3.6
NTR1 ag cell count 20 µM	73	48	46	37	81	74	45	72	33	52
UTI89 phage lysis	-0.3%[50 µM]	3.1%	0.1%	1.0%[50 µM]	0.5%[50 µM]	2.3%[50 µM]	0.4%	1.6%	0.0%	-0.2%
AID2073	-40%	-10%	?	8%	0%	8%	16%	-4%	-8%	-6%
Dengue-2 NS5 capping	-9%	5%	4%	-4%	-3%	-5%	3%	-4%	-2%	1%
Autophagy HCS	.	.	.	.	.	.	i	.	i	.
Autophagy HCS cell loss 18 h	.	.	.	.	.	.	21	.	-14	.
WT yeast gro inh	.	.	.	.	.	.	23	.	-15	.
WT yeast gro inh mutant strain	.	.	.	.	.	.	23	.	-6	.
GPR35 antagonists	14%	4%	15%	-2%	3%	-10%	-6%	-1%	7%	-13%
RSV antiviral HEp-2	1.6%	0.6%	-0.2%	.	2.7%	4.3%	-0.8%	.	0.1%	11%
LYP phosphatase	-5%	-7%	-4%	-7%	-5%	-3%	-5%	-6%	-10%	-4%

31: CCOC(=O)N1CCN(C(=O)/C(=C/c2cccc3ccccc23)NC(=O)c2ccc(OC)cc2)CC1
32: CCc1nc2sc3c(c2c(=O)o1)CCCC3
33: CN(C(=O)c1cccnc1)c1nnc(-c2ccccn2)s1
34: CC(C)(C)OC(=O)N1CCC(C(=O)N[C@@H](Cc2ccccc2)C(=O)O)(c2ccccc2)CC1
35: CCCSc1nc(NCc2ccco2)c2c3c(sc2n1)COC(C)(CC)C3 (centres undefined)
36: CCOc1ccccc1/C=C(\C#N)C(=O)Nc1cccc(C(=O)O)c1
37: Cc1ccc(-c2nc3cccnc3o2)cc1NC(=O)COc1ccc(C(C)(C)C)cc1
38: O=C(CS(=O)(=O)c1ccccc1)NCc1ccccc1
39: O=C(CSc1nnc(-c2cccc(Cl)c2)o1)Nc1ccc2c(c1)OCCO2
40: Cc1c(CCOC(=O)CC23CC4CC(CC(C4)C2)C3)sc[n+]1Cc1ccccc1
Assay by compound	31	32	33	34	35	36	37	38	39	40
NTR1 ag	3.2	-0.5	-0.4	0.9	4.3	2.0	62*	-0.2	14	0.4
NTR1 ag cell count 20 µM	48	37	57	61	73	56	40*	69	86	96
UTI89 phage lysis	8.7%	-0.1%	2.3%	1.6%[50 µM]	-0.3%	-0.5%[50 µM]	-0.3%	0.1%	0.6%	1.4%
AID2073	0%	-24%	5%	-6%	17%	2%	46%	1%	17%	-2%
Dengue-2 NS5 capping	-4%	7%	-6%	-1%	-7%	15%	-1%	-4%	-1%	-1%
Autophagy HCS	i	i	i	i	i	.	i	.	i	i
Autophagy HCS cell loss 18 h	2	-2	-5	11	11	.	1	.	3	20
WT yeast gro inh	4	-10	11	-1	59*	.	54	.	-3	-11
WT yeast gro inh mutant strain	10	-18	10	-6	41*	.	40	.	-30	-9
GPR35 antagonists	-14%	11%	-6%	7%	-15%	25%	3%	-11%	4%	0%
RSV antiviral HEp-2	1.8%	0.4%	0.3%	2.0%	7.1%	3.5%	?	1.5%	4.0%	3.7%
LYP phosphatase	9%	4%	-2%	-3%	5%	-6%	0%	-8%	1%	-6%
